All columns: NCI-60 one-dose screen, growth in % after 48 h at 10 µM unless noted; 100 = growth as untreated, 0 = no growth, -100 = all killed.
NCI/ADR-RES: NCI/ADR-RES ovarian cells; hit rate 4.4% among 81,000
COLO 205: COLO 205 colon cancer; AID 1794742; hit rate 7.3% among 79,000
IGROV1: IGROV1 ovarian cancer; hit rate 4.7% among 79,000; AID 1794786
NCI-H522: NCI-H522 lung cancer; AID 1794739; hit rate 8% among 78,000
NCI-H322M: NCI-H322M lung cancer; hit rate 2.7% among 80,000
NCI-H23: NCI-H23 lung cancer | hit rate 4% among 80,000
NCI-H460: NCI-H460 lung cancer; hit rate 6.8% among 82,000; AID 1794736
SK-OV-3: SK-OV-3 ovarian cancer cells; hit rate 3.2% among 80,000
NCI-H226: NCI-H226 lung cancer. hit rate 3.5% among 79,000. AID 1794732
The depositor's hits bear a star; / = no result given. The calls were made as follows: active = growth percent below 10; inactive = the rest.

SMILES	NCI/ADR-RES	COLO 205	IGROV1	NCI-H522	NCI-H322M	NCI-H23	NCI-H460	SK-OV-3	NCI-H226
COc1ccc(/C(=C\c2cc(OC)c(OC)c(OC)c2)C(=O)N2CCCNCC2)cc1	112	110	113	100	103	104	110	103	100
CC1=C(N2CCOCC2)C(N2CCOCC2)=C(C)C(=O)C1=O	110	103	101	99	114	103	104	105	98
CC(C)OC(=O)Nc1ccc(F)c(F)c1	103	105	97	94	93	103	107	107	95
C=CC/C(=C/CCC)CCC	104	113	115	92	117	100	106	105	101
N#CCc1cccc2ccccc12	115	115	106	92	106	109	108	113	100
CCOC(=O)/C=C(/C)c1ccccc1	110	116	113	97	102	104	119	114	109
O=C1c2c(c3c4ccccc4[nH]c3c3ccc4ccccc4c23)C(=O)N1CCN1CCOCC1	21	56	30	29	52	33	2.2*	81	61
COc1cc2oc(-c3cccc(NC(=O)[C@@H](N)CCC(N)=O)c3)cc(=O)c2c(OC)c1OC	110	114	109	102	108	106	104	119	99
CC(=O)c1c(C)c[nH]c1C	105	101	114	98	102	101	112	108	99
CN(C)c1nc2ccccc2c2c(=O)c3ccccc3sc12	90	108	70	92	96	86	90	87	77
CCOc1ccccc1C(=O)N(Cc1ccccc1)Cc1ccccc1	68	86	69	78	77	74	94	87	98
CCCOC(=O)Nc1nc2ccc(SCC)cc2s1	50	72	89	66	99	92	80	96	93
Cc1ccc(OCC(O)CN2CCN(c3ccc(C)cc3)CC2)cc1 (centres undefined)	103	97	108	102	92	105	101	109	91
Cc1cc2nc(-c3c(N)ncc(C#N)c3-c3ccc(O)cc3)[nH]c2cc1C	112	92	68	86	100	94	98	94	101
O=S(=O)(NO)c1ccccc1	101	117	107	99	109	101	114	115	111
O=c1c(=O)n(CCO)n(CCO)c(=O)n1CCO	120	107	109	87	102	114	113	101	117
CCN(CCCNc1cc2c(c(N)c1S(=O)(=O)O)C(=O)c1ccccc1C2=O)c1ccccc1	100	109	114	96	/	89	102	100	84
Cn1[nH]cc(/C=N/C(N)=O)c1=O	108	110	124	121	124	104	109	110	111
Nc1ncc(-c2ccc3ncnc(Nc4cccc(Cl)c4F)c3c2)cn1	59	86	11	32	11	73	62	0.0*	67
CN(CC(=O)NNC(=O)c1cncn1-c1ccc(F)cc1)S(=O)(=O)c1ccc(Cl)cc1	107	132	100	100	105	103	108	109	/
COS(=O)(=O)C1C(=O)C2(C)CCC1C2(C)C (centres undefined)	103	/	115	100	94	97	107	118	104
CN1C(=O)/C(=C/c2nc(-c3ccccc3F)n3ccccc23)c2cc(F)ccc21	99	70	86	106	103	91	102	114	100
N#Cc1ccc(CN(Nc2ccccc2)c2ccccc2)cc1	84	/	86	72	86	70	86	98	86
COc1ccc(C(=O)c2sc3nc(-c4cccnc4)cc(-c4ccc(OC)c(OC)c4)c3c2N)cc1	87	92	109	98	97	91	100	104	101
COc1ccc(-c2cc(-c3cccnc3)nc3sc4c(=O)[nH]cnc4c23)cc1OC	103	97	115	98	107	88	99	107	100
COc1cc2cc(Sc3ccc(NC(=O)c4ccc5c(c4)OCCO5)cc3)c(C)nc2cc1OC	109	102	106	93	/	107	110	89	101
COc1ccc(-c2nc3sccn3c2-c2ccnc(NCCNS(=O)(=O)c3ccc(C)cc3)n2)cc1	76	93	81	67	96	89	101	105	88
Brc1ccc2[nH]cc(-c3nn4cc(-c5ccncc5)nc4s3)c2c1	58	67	58	76	80	78	61	69	78
COc1cc2c(cc1OCc1ccccc1)c(=O)ccn2-c1ccc(NC(=O)C2(C(=O)Nc3ccc(F)cc3)CC2)cc1	95	84	95	/	97	96	89	/	/
CCOC(=O)c1c(NC(C)=O)sc2c1CCC(=O)C2=O	105	124	114	92	123	98	110	102	107
c1ccc(CSc2ncnc3nc[nH]c23)nc1	103	121	105	83	103	99	104	116	91
CCOC(=O)c1c2c(n(-c3ccc(C)c(C)c3)c1-c1ccccc1)C=CCC2	95	89	69	71	97	85	101	81	87
O=C1Nc2c(sc3ccc(Cl)cc23)C(c2cccc([N+](=O)[O-])c2)N1 (centres undefined)	100	101	84	90	90	90	98	96	82
COC(=S)SCc1cc(=O)oc2ccc(OC)cc12	99	111	84	88	95	92	106	103	112
O=[N+]([O-])c1ccc(S)cc1	118	102	108	78	115	105	97	101	107
O=C(Cn1nnc2ccccc21)N/N=C/c1cccc(F)c1	107	108	103	93	92	100	107	104	96
Cc1[nH]nc2c(=S)[nH]c(=O)[nH]c12	100	109	111	99	103	103	105	109	94
Cc1cc(O)c(C(C)C)cc1NC(=S)Nc1cc(C(C)C)c(O)cc1C	93	100	105	/	101	107	107	98	112
CCCC1CC(C(C)=O)C(=O)O1 (centres undefined)	99	108	111	88	95	102	104	94	101
CCCCCCC(=O)/C=C/c1ccc(OC)c(OC)c1	111	112	98	87	102	108	109	99	101

Quoted from the entries so far for reference:
SMILES	NCI/ADR-RES	COLO 205	IGROV1	NCI-H522	NCI-H322M	NCI-H23	NCI-H460	SK-OV-3	NCI-H226
CN(CC(=O)NNC(=O)c1cncn1-c1ccc(F)cc1)S(=O)(=O)c1ccc(Cl)cc1	107	132	100	100	105	103	108	109	/
COS(=O)(=O)C1C(=O)C2(C)CCC1C2(C)C (centres undefined)	103	/	115	100	94	97	107	118	104
CN1C(=O)/C(=C/c2nc(-c3ccccc3F)n3ccccc23)c2cc(F)ccc21	99	70	86	106	103	91	102	114	100
N#Cc1ccc(CN(Nc2ccccc2)c2ccccc2)cc1	84	/	86	72	86	70	86	98	86
COc1ccc(C(=O)c2sc3nc(-c4cccnc4)cc(-c4ccc(OC)c(OC)c4)c3c2N)cc1	87	92	109	98	97	91	100	104	101
COc1ccc(-c2cc(-c3cccnc3)nc3sc4c(=O)[nH]cnc4c23)cc1OC	103	97	115	98	107	88	99	107	100
COc1cc2cc(Sc3ccc(NC(=O)c4ccc5c(c4)OCCO5)cc3)c(C)nc2cc1OC	109	102	106	93	/	107	110	89	101
COc1ccc(-c2nc3sccn3c2-c2ccnc(NCCNS(=O)(=O)c3ccc(C)cc3)n2)cc1	76	93	81	67	96	89	101	105	88
Brc1ccc2[nH]cc(-c3nn4cc(-c5ccncc5)nc4s3)c2c1	58	67	58	76	80	78	61	69	78
COc1cc2c(cc1OCc1ccccc1)c(=O)ccn2-c1ccc(NC(=O)C2(C(=O)Nc3ccc(F)cc3)CC2)cc1	95	84	95	/	97	96	89	/	/
CCOC(=O)c1c(NC(C)=O)sc2c1CCC(=O)C2=O	105	124	114	92	123	98	110	102	107
c1ccc(CSc2ncnc3nc[nH]c23)nc1	103	121	105	83	103	99	104	116	91
CCOC(=O)c1c2c(n(-c3ccc(C)c(C)c3)c1-c1ccccc1)C=CCC2	95	89	69	71	97	85	101	81	87
O=C1Nc2c(sc3ccc(Cl)cc23)C(c2cccc([N+](=O)[O-])c2)N1 (centres undefined)	100	101	84	90	90	90	98	96	82
COC(=S)SCc1cc(=O)oc2ccc(OC)cc12	99	111	84	88	95	92	106	103	112
O=[N+]([O-])c1ccc(S)cc1	118	102	108	78	115	105	97	101	107
O=C(Cn1nnc2ccccc21)N/N=C/c1cccc(F)c1	107	108	103	93	92	100	107	104	96
Cc1[nH]nc2c(=S)[nH]c(=O)[nH]c12	100	109	111	99	103	103	105	109	94
Cc1cc(O)c(C(C)C)cc1NC(=S)Nc1cc(C(C)C)c(O)cc1C	93	100	105	/	101	107	107	98	112
CCCC1CC(C(C)=O)C(=O)O1 (centres undefined)	99	108	111	88	95	102	104	94	101
CCCCCCC(=O)/C=C/c1ccc(OC)c(OC)c1	111	112	98	87	102	108	109	99	101

Another view of three compounds above.
canonical_smiles: CN(C)c1nc2ccccc2c2c(=O)c3ccccc3sc12
  NCI/ADR-RES: 90 | COLO 205: 108 | IGROV1: 70 | NCI-H522: 92 | NCI-H322M: 96 | NCI-H23: 86 | NCI-H460: 90 | SK-OV-3: 87 | NCI-H226: 77
canonical_smiles: CCOc1ccccc1C(=O)N(Cc1ccccc1)Cc1ccccc1
  NCI/ADR-RES: 68 | COLO 205: 86 | IGROV1: 69 | NCI-H522: 78 | NCI-H322M: 77 | NCI-H23: 74 | NCI-H460: 94 | SK-OV-3: 87 | NCI-H226: 98
canonical_smiles: CCCOC(=O)Nc1nc2ccc(SCC)cc2s1
  NCI/ADR-RES: 50 | COLO 205: 72 | IGROV1: 89 | NCI-H522: 66 | NCI-H322M: 99 | NCI-H23: 92 | NCI-H460: 80 | SK-OV-3: 96 | NCI-H226: 93

The listing continues:
SMILES	NCI/ADR-RES	COLO 205	IGROV1	NCI-H522	NCI-H322M	NCI-H23	NCI-H460	SK-OV-3	NCI-H226
N#Cc1c(-c2cccs2)c(C#N)c(=O)n(Cc2nc3ccccc3[nH]2)c1N	99	111	62	95	99	91	101	95	87
C=CCOC(=O)/C=C\C(=O)NC(N)=O	103	121	/	101	125	93	106	102	100
O=C(O)c1cc(C(=O)O)c(C(=O)O)cc1C(=O)O	110	104	101	/	120	112	118	104	103
CCC(C(=O)[C@@H](C)[C@@H](O)[C@H](C)[C@@H]1O[C@@H]([C@@H](CC)C(=O)NCC(F)(F)F)CC[C@@H]1C)[C@H]1O[C@]2(C=CC(=O)[C@]3(CC[C@@](C)([C@H]4CC[C@](O)(CC)[C@H](C)O4)O3)O2)[C@H](C)C[C@@H]1C (some centres undefined)	72	100	14	71	89	82	80	97	68
Cc1ccc(/C=N/n2c(CN3CCCC3)nc3ccccc3c2=O)cc1	101	109	98	91	90	95	110	100	93
CC/C(=C/CO)c1ccccc1	103	102	108	102	99	96	105	104	96
CC(C#N)(c1ccccc1)c1ccccc1	109	114	108	92	105	105	107	106	106
O=C(Nc1nc(-c2ccc(Cl)cc2)cc(-c2ccccc2Cl)n1)c1ccncc1	91	110	83	66	85	88	98	73	86
CCN1CCN(/C(=N\c2sc(-c3ccccc3)nc2-c2ccccc2)c2ccc(C)cc2)CC1	107	101	107	102	102	/	79	111	110
CC(NC(=O)Oc1cccc2ccccc12)c1ccccc1 (centres undefined)	98	110	116	/	107	93	105	111	100
COc1ccc(-c2nnc(Nc3ccc(F)cc3)o2)cc1OC	106	104	101	90	111	97	113	93	85
CCOC(=O)c1[nH]n(-c2ccccc2)c(=O)c1/C=N/C(=S)NNC(C)=O	100	112	98	100	99	97	107	111	99
COc1ccc(CN2CCc3c(Sc4ccccc4Cl)nc(N)nc3C2=O)c(OC)c1	86	109	98	60	110	79	/	103	88
C=CC(C)C(C)(C)O (centres undefined)	98	110	102	94	98	108	102	106	99
NC(=O)C1(Nc2ccc([N+](=O)[O-])cc2)CCCC1	104	109	107	99	107	96	112	108	99
Cc1nn(-c2ccccc2)c2nc(Cl)c(/C=C/C(=O)c3ccc(Br)cc3)c(-c3ccc(Br)cc3)c12	99	125	112	98	115	91	105	97	108
O=S(=O)(Nc1cc(F)cc(F)c1)c1ccc(-c2cnc(C3CC3)o2)cc1	26	40	34	7.8*	63	64	25	60	48

Screening data from PubChem BioAssay.
